CASP6 VEID inh: inhibitors of human caspase-6 | P55212 | purified caspase-6, Z-VEID-R110 cleavage fluorescence | inhibition, % at 12.5 µM | 350,000 compounds, 0.53% hits;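 active = mean inhibition across replicates at least about 35%, with every replicate also reaching that limit, limit read from the data; inconclusive = only one of the two criteria met; inactive = neither criterion met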;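 note: 0% = median of neutral control wells and 100% = no fluorescence left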
Target sequence (P55212 24-179 limits assumed): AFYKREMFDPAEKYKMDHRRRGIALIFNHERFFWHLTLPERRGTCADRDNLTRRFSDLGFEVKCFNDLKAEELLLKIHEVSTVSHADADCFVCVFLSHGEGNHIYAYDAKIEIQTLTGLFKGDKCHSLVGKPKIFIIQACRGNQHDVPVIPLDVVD
Target sequence (P55212 194-293 limits assumed): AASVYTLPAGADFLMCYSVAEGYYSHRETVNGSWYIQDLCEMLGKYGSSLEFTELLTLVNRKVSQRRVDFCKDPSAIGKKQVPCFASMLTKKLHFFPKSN
ARNT-TACC3 inh: disruptors of human ARNT/TACC3 interaction; AlphaScreen His-ARNT PAS-B/GST-TACC3 binding, luminescence; TACC3 fragment carries E629A point mutation; inhibition, % at 9.99 µM; 390,000 compounds, 0.66% hits;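 active = mean inhibition of replicates at least 50% and at least half of replicates each reaching 50%; inconclusive = half or more replicates reach 50% but mean below 50%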;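 note: 0% = complete ARNT plus TACC3 wells and 100% = ARNT alone without TACC3; many hits fall short of the cut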
PAX8 inh HTS: PAX8 transcriptional activity inhibition; RMG-I TPO-luciferase reporter, SteadyGlo, 24 h; inhibition, % at 12.6 µM; 360,000 compounds, 1.2% hits;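 active = mean replicate inhibition at least 60% with every replicate also reaching 60%; inconclusive = only one of the two criteria is met; inactive = mean below 60% and not all replicates reaching 60%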;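 note: luciferase light reporting Pax8 driven TPO promoter activity; plate controls were median of neutral control wells for no effect and mitoxantrone controls for full effect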
LGR2 inh: Drosophila LGR2 receptor signaling inhibition; HEK293 LGR2, CRE-luciferase, bursicon-stimulated, 4 h; inhibition, % at 9.99 µM; 380,000 compounds, 0.35% hits;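 active = drop in luminescence signal, shown as inhibition above about 50% in the replicate tests, limit read from the data, passing the limit was not always enough; inconclusive = probably only some replicates passing the limit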;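 note: agonist challenge used bursicon conditioned medium at about half maximal strength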
DENV2 CPE: inhibitors of DENV2 cytopathic effect; DENV2-infected cells, cytopathic effect rescue, plate reader; CPE inhibition, % at 9.99 µM; 350,000 compounds, 1.7% hits; in the data active = CPE inhibition above about 20%, passing the limit was not always enough; inconclusive = no clear call, values can overlap the other calls; tested in BHK-21 cells;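 note: 0% = median of neutral control wells and 100% = median of positive control wells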
EWS-Fli block: blocks EWS/Fli oncoprotein-driven transcription; A673 NR0B1-luciferase reporter, viability-normalised; 350,000 compounds, 0.67% hits; inhibition, % at 12.6 µM;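 active = mean inhibition of at least 50% after viability correction, with every replicate also passing that limit; inconclusive = mean reaches 50% but only one of two replicates passes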;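 note: firefly luciferase signal divided by Alamar Blue viability fluorescence both relative to DMSO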
SIRT5 inh: blocks human SIRT5 desuccinylation of peptide. Q9NXA8. Purified SirT5, succinyl-peptide AMC, trypsin-coupled fluorescence. 330,000 compounds, 1.1% hits. inhibition, % at 15 µM; in the data active = inhibition above about 15%; inconclusive = no clear call, values can overlap the other calls
Target sequence (Q9NXA8 whole entry, looked up): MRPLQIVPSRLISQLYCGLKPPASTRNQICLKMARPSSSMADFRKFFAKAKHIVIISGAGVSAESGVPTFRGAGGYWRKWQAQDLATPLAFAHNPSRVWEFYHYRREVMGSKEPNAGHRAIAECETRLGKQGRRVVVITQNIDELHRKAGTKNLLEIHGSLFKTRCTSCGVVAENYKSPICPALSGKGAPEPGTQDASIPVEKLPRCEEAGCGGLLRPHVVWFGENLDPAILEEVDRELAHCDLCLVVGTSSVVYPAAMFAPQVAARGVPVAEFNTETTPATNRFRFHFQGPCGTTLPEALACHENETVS
Numbers without * were called inactive; ? = inconclusive; / = not tested or not shown; & = joins results of further samples.

SMILES	CASP6 VEID inh	ARNT-TACC3 inh	PAX8 inh HTS	LGR2 inh	DENV2 CPE	EWS-Fli block	SIRT5 inh
CCCN(C[C@H]1[C@@H](c2ccccc2)[C@H](CO)N1C(C)=O)C(=O)NC(C)C	-1	2	-18	-3	-7	3	-7
C=CCN1C(=O)c2ccc(C(=O)N(C)CC(=O)Nc3ccccc3Br)cc2C1=O	5	-4	-28	16	-5	/	3
O=C(Nc1cccc(F)c1)Nc1nnc([C@@H]2C[C@H](O)[C@@H](CO)O2)s1	0	/	-86	9	17	-97	-1
C[C@H]1CN([C@@H](C)CO)C(=O)c2cc(-c3ccccc3)cnc2O[C@@H]1CN(C)Cc1cccnc1	1	-5	/	15	-4	-8	-2
COc1ccc(C(C)(C)C)cc1NC(=O)OC[C@@H]1CSCCS(=O)(=O)N1	-2	/	1	10	-3	-4	-6
COC(=O)C1CCN(c2ccc(C(N)=O)cc2[N+](=O)[O-])CC1	-2	-16	5	-3	1	4	-1
CNC(=O)C[C@H]1CC[C@H]2[C@H](COc3ccc(NC(=O)Nc4cccc(F)c4)cc3C(=O)N2C)O1	/	-2	-16	4	-6	-10	/
c1ccc(-c2ccc(C3[C@H]4CNC[C@@H]3N4Cc3ccccn3)cc2)cc1 (stereo not given in full)	-1&-1	/	-10&5	2&5	?	-3&0	8&-2
N/C(=N/OC(=O)c1ccc(Cl)cc1)c1ncc([N+](=O)[O-])s1	-1	-1	-24	-89	10	10	-1
O=C(Cc1ccccc1)N[C@@H]1CC[C@@H](CC(=O)N2CCOCC2)O[C@H]1CO	-1	26	1	1	-4	-15	3
N#CCc1c(C#N)c(N)nc(N2CCOCC2)c1C#N	0	-4	-2	9	-2	1	/
CCCCN1CC[C@H]2C=CC[C@@H](C(=O)Nc3nccs3)[C@H]2C1=O	-1	-1	2	5	1	5	-2
O=C(CNS(=O)(=O)c1ccccc1)N1CCN(Cc2ccccc2)CC1	1	-16	-4	-2	-8	-9	1
Cn1c(SCC(=O)Nc2cccc(F)c2)nnc1-c1cccnc1	-1	/	-11	0	13	-6	/
O=C(NC(=S)Nc1cccnc1Cl)c1ccco1	-1	9	-59	-15	-1	-78	-4
CCn1cc(Br)c(C(=O)Nc2cccc(Cl)c2)n1	0	-6	/	-20	/	/	/
C[C@@H]1CN([C@@H](C)CO)S(=O)(=O)c2ccc(C3=CCCC3)cc2O[C@@H]1CN(C)Cc1ccccc1F	-9	1	10	8	-17	33	-5
CC(=O)Nc1ccc(S(=O)(=O)O)c(OC(C)=O)c1	1	0	21	-3	6	4	/
Cc1ccccc1NC(=O)c1ccc(C)c(S(=O)(=O)NCc2cccnc2)c1	-1	-5	6	7	6	/	-3
NCCCC[C@H](N)c1nnc([C@H](CCC(=O)O)NC(=O)C2CCNCC2)o1	-190	5	13	-3	-13	-5	-6
O=C(C1COc2ccccc2O1)N1CCN(c2ccccc2O)CC1 (stereo not given)	4	7	29	17	-3	-5	17*
COc1ccc2c(c1)O/C(=C\c1sccc1C)C2=O	/	5	-103	-100	/	/	/
C=CCn1c2ccccc2c(=O)c2cc(C#Cc3cc(OC)cc(OC)c3)ccc21	-4	5	-8	-6	3	3	/
COC(=O)[C@H]1[C@H](CO)[C@H]2Cn3c(ccc(-c4ccccc4F)c3=O)[C@H]2N1C(=O)c1ccccn1	-1	-11	/	-9	6	5	2
CCCNC(=O)N(C)C[C@@H]1Oc2ncc(/C=C/c3ccccc3)cc2C(=O)N([C@H](C)CO)C[C@H]1C	-1	-5	/	-7	-3	1	-18

14 entries already listed, ordered by length of the SMILES, lowest first:
SMILES	CASP6 VEID inh	ARNT-TACC3 inh	PAX8 inh HTS	LGR2 inh	DENV2 CPE	EWS-Fli block	SIRT5 inh
CCn1cc(Br)c(C(=O)Nc2cccc(Cl)c2)n1	0	-6	/	-20	/	/	/
CC(=O)Nc1ccc(S(=O)(=O)O)c(OC(C)=O)c1	1	0	21	-3	6	4	/
O=C(C1COc2ccccc2O1)N1CCN(c2ccccc2O)CC1 (stereo not given)	4	7	29	17	-3	-5	17*
O=C(CNS(=O)(=O)c1ccccc1)N1CCN(Cc2ccccc2)CC1	1	-16	-4	-2	-8	-9	1
COC(=O)C1CCN(c2ccc(C(N)=O)cc2[N+](=O)[O-])CC1	-2	-16	5	-3	1	4	-1
Cc1ccccc1NC(=O)c1ccc(C)c(S(=O)(=O)NCc2cccnc2)c1	-1	-5	6	7	6	/	-3
C=CCn1c2ccccc2c(=O)c2cc(C#Cc3cc(OC)cc(OC)c3)ccc21	-4	5	-8	-6	3	3	/
COc1ccc(C(C)(C)C)cc1NC(=O)OC[C@@H]1CSCCS(=O)(=O)N1	-2	/	1	10	-3	-4	-6
NCCCC[C@H](N)c1nnc([C@H](CCC(=O)O)NC(=O)C2CCNCC2)o1	-190	5	13	-3	-13	-5	-6
O=C(Nc1cccc(F)c1)Nc1nnc([C@@H]2C[C@H](O)[C@@H](CO)O2)s1	0	/	-86	9	17	-97	-1
CCCN(C[C@H]1[C@@H](c2ccccc2)[C@H](CO)N1C(C)=O)C(=O)NC(C)C	-1	2	-18	-3	-7	3	-7
C[C@H]1CN([C@@H](C)CO)C(=O)c2cc(-c3ccccc3)cnc2O[C@@H]1CN(C)Cc1cccnc1	1	-5	/	15	-4	-8	-2
CNC(=O)C[C@H]1CC[C@H]2[C@H](COc3ccc(NC(=O)Nc4cccc(F)c4)cc3C(=O)N2C)O1	/	-2	-16	4	-6	-10	/
CCCNC(=O)N(C)C[C@@H]1Oc2ncc(/C=C/c3ccccc3)cc2C(=O)N([C@H](C)CO)C[C@H]1C	-1	-5	/	-7	-3	1	-18

Remaining list, next part
SMILES	CASP6 VEID inh	ARNT-TACC3 inh	PAX8 inh HTS	LGR2 inh	DENV2 CPE	EWS-Fli block	SIRT5 inh
COc1ccc(S(=O)(=O)N[C@H]2CC[C@@H](CC(=O)NCCc3ccccc3)O[C@H]2CO)cc1	-1	-4	0	13	0	0	-10
COc1cc2c(NCCCCCO)ncnc2c(OC)c1OC	7	/	8	5	2	0	2
CN(C(=O)COC(=O)c1ccc2c(c1)OCO2)c1c(N)n(Cc2ccccc2)c(=O)[nH]c1=O	-3	0	/	2	-1	-7	-4
O=C(CNC(=O)c1ccc(Br)cc1)NCC(=O)OCc1ccc(Cl)cc1	-1	/	-8	-4	0	10	1
CCOC(=O)[C@H]1[C@H]2COc3ccc(Br)cc3[C@@H]2N2C(=O)c3ccc(C)cc3NC(=O)[C@@]12C	-1	-2	4	8	-13	9	-3
Cc1cc(Br)ccc1Nc1nc(N)nc(N)c1N=O	1	-5	/	-2	-9	-11	2
O=C(CCSCCC(=O)Nc1c(F)c(F)c(F)c(F)c1F)Nc1c(F)c(F)c(F)c(F)c1F	0	5	0	/	?	0	-4
O=C(C1=C[C@@H](c2coc3ccccc3c2=O)C[C@@H](OCCCCO)O1)N1CCOCC1	1&-4	16&-2	-11&8	12	-1&0	-7&-13	-2&3
O=C(C[C@@H]1CC[C@@H]2[C@H](COC[C@H](O)CN2Cc2ccc(Cl)cc2)O1)NCc1cccc(F)c1	5	/	/	-7	10	/	13
COc1c2ccc(C(=O)NCc3cc(C(F)(F)F)cc(C(F)(F)F)c3)cc2nn1C	0	-2	-23	/	-11	-12	/
O=C(O)CCN1CC2([N+](=O)[O-])C=CC(=O)C([N+](=O)[O-])(C1)C2CC(=O)c1ccccc1 (stereo not given)	43*	10	1	-5	2	9	/
CO[C@H]1CN(C)C(=O)c2cc(NS(C)(=O)=O)ccc2OC[C@@H](C)N(C(=O)c2ccc3c(c2)OCO3)C[C@H]1C	-1	-3	-25	10	27*	1	/
CO[C@@H]1CN(C)C(=O)c2cc(NC(=O)C3CC3)ccc2OC[C@H](C)N(C(=O)CN2CCOCC2)C[C@@H]1C	-1	-3	3&2	-15&-14	-2&-11	-6&10	-7
CCN(CC(=O)Nc1cc(Cl)ccc1C)C(=O)Cn1c(=O)cnc2ccccc21	1	-4	-2	-2	-5	-2	1
C[C@@H]1CN([C@@H](C)CO)C(=O)c2cc(-c3cccc(F)c3)cnc2O[C@@H]1CN(C)C(=O)Nc1ccccc1F	3	-5	-3	-1	-1	-7	0
CN(CC1COCCO1)C(=O)c1cc(COc2c(F)cccc2F)on1 (stereo not given)	-2	8	-55	-8	-5	-29	-3
CCC(=NCCc1c(C)[nH]c2ccccc12)C1=C(O)CC(c2ccccc2)CC1=O (stereo not given)	-2	-10	49	6	-3	49	4
Cc1cc(S(=O)(=O)N2CCOCC2)ccc1OCC(=O)NCc1ccco1	0	/	8	3	-7	3	-2
CCC(C)(C)C1CCC(=NNC(=S)Nc2ccccc2)CC1 (stereo not given)	2	17	-18	-11	1	-3	-2
Cc1oc2cc(Br)c(O)c(Br)c2c1C(=O)c1ccccc1	5	17	10	2	8	-9	0
O=C(Nc1ccc2c(c1)CCC2)c1ccc(Cl)nc1	-4	-3	-67	-34	-3	-82	1
Nc1ccc2c(c1)C(=O)CCC2	-2	/	-53	/	-1	19	/
CC(=O)c1cccc(-c2ccnc3c2CC(C(=O)NCc2ccccc2)O3)c1 (stereo not given)	1	/	83*	-10	-2	63*	-3
CCNC(=O)NC(=O)COC(=O)c1cccc(S(=O)(=O)N2CC3(C)CC2CC(C)(C)C3)c1 (stereo not given)	6	-8	-6	15	-1	1	6
COc1ccc(-n2c(N)cc(=O)nc2SCC(=O)NC2CCCCC2)cc1	0	0	-8	7	3	10	0

Continuation.
SMILES	CASP6 VEID inh	ARNT-TACC3 inh	PAX8 inh HTS	LGR2 inh	DENV2 CPE	EWS-Fli block	SIRT5 inh
O=C(O)c1ccc2nc3c(nc2c1)-c1ccccc1C3=O	5	23	-21	10	1	-26	9
O=C(NOC(=O)c1ccccc1)c1ccccc1	4	-5	-11	/	2	4	-3
CN(C)c1cccc(C(=O)OCCNC(=O)c2cccc(S(=O)(=O)N3CCOCC3)c2)c1	0	-3	-6	1	-4	1	-6
CCN1C(=O)[C@H]2[C@H]3CN=C(SCC4CC4)N3[C@@](CC)(C(=O)OC)[C@H]2C1=O	-4	11	-27	10	-4	-8	0
CNCc1cc(Cl)cc(OC)c1OC(C)C	0	1	-17	-32	7	-16	-2
Cc1nnc2sc(-c3cccc(F)c3)nn2c1=O	0	-5	10	6	4	-4	0
OCC[C@@H]1C[C@H](O)[C@@H](O)[C@]2(OCc3cc(Cl)ccc32)O1	-2	/	-26	-4	8	-6	0
COc1cccc(-c2ccc([C@H]3[C@H]4CN(C(=O)c5ccncc5)CC(=O)N4[C@H]3CO)cc2)c1	4	/	/	2	1	/	6
O=C(Cn1c(NCCO)nc2ccccc21)Nc1cccc(S(=O)(=O)N2CCCC2)c1	0	1	10	/	1	10	/
Cc1nn(-c2ccccc2)c(C)c1NC(=O)COC(=O)Cc1ccccc1F	1	0	-10	-7	-8	3	1
Cc1c(C(O)CN2CCN(Cc3ccc4c(c3)OCO4)CC2)c2ccccc2n1C (stereo not given)	1	7	/	-3	-9	4	-2
Cc1ccc(S(=O)(=O)CCC(=O)Nc2nnc(-c3cccs3)o2)cc1	0	12	28	5	-4	0	2
O=C1O[C@@H](c2ccccc2)C[C@@H](O)C(=O)CCCCc2ccccc21	4	/	-14	5	20	-2	0
COCC#Cc1cnc2c(c1)C(=O)N([C@@H](C)CO)C[C@@H](C)[C@H](CN(C)S(C)(=O)=O)O2	/	-3	-8	7	6	-4	5
CCCNC(=O)N1C[C@@H](C)[C@H](OC)CN(C)C(=O)c2ccc(NC(C)=O)cc2OC[C@H]1C	-1	/	/	17	-1	3	2
COc1ccc(/C=C/C2=CC(C)(C)NC(=S)N2)cc1	1	2	6	5	10	17	-4
C[C@H]1CCCCO[C@H](CN(C)C(=O)Nc2cccc3ccccc23)[C@@H](C)CN([C@@H](C)CO)C(=O)c2cc(NS(=O)(=O)c3ccccc3)ccc2O1	-4	1	72*	9	?	27	8
C[C@@H]1CCCCO[C@@H](CN(C)Cc2ccccc2)[C@@H](C)CN([C@@H](C)CO)C(=O)c2cc(NC(=O)Nc3ccccc3)ccc2O1	3	9	7	11	-5	-12	6
O=c1[nH]c2ccccc2nc1/C=C/c1ccc(F)cc1	1	0	-142	-55	/	-115	-1

Outcome played no part in choosing rows; any-hit rate near 4.9%.
